Assay outcomes (PubChem BioAssay)
KinaseGlo FLuc = Kinase-Glo luciferase inhibition (counter-screen); Q27757; Kinase-Glo luciferase, ATP luminescence, 8 min; Potency, µM (highest dose often 38.3 µM), for the others: at the top dose activity change, negative = inhibition, actives largely listed as inhibitors; hit rate 0.28% among 200,000; AID 1379; note: % is set by controls: 0 for no effect and ±100 for the full control effect; nearly all actives have a fitted effect of over 60% in size
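Luminescence was the read-out, taken after 8-minute incubation at ambient temperature. Luciferase turned over luciferin with 10 uM ATP in imidazole pH 7.2 buffer containing KCl, MgCl2, Tween 20 and BSA.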
RECQ1 helicase = inhibitors of human RECQ1 DNA helicase; P46063; hit rate 0.54% among 240,000; Potency, µM (titrated, usually from 57.3 µM), for inactives: top-dose activity, negative = inhibition, hits mostly inhibitors; RECQ1 DNA unwinding, red fluorescence kinetic read;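 note: plate controls were vehicle for no effect and no enzyme for full effect; nearly all actives have a fitted effect of over 30% in size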
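RECQ1T1 50 nM; forked duplex (20 bp + 30-nt ss tails) 200 nM, ATP 2 mM final; pH 8.0, 2 mM MgCl2, 2.5 ug/ml poly(dI-dC); 15 min compound preincubation; discontinuous kinetic read over 2 h at RT.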
SMN2 splice up = SMN2 splice variant enhancement. hit rate 2.8% among 210,000. HEK293 SMN2-luciferase splicing reporter, luminescence, 30-36 h. Potency, µM (top dose mostly 46.1 µM), for inactives: top-dose activity change, positive = activation, hits mostly activators. AID 1458; note: % of control where 0% means no effect; nearly all actives have a fitted effect of over 55% in size
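HEK293 cells carry an SMN2 minigene-luciferase reporter in which exon 7 inclusion puts luciferase in frame. Cells were seeded at 2000 cells/well, attached for 10-12 hours, then exposed to compounds for 30-36 hours at 37C before ONE-Glo luminescence.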
Tau ThT inhib = blocks human tau fibril formation measured by thioflavin T | recombinant tau K18 P301L (four-repeat tau fragment), heparin-induced fibrillization, ThT fluorescence | P10636 | hit rate 2.1% among 270,000 | AID 1460 | Potency, µM (series often up to 57.4 µM), for the others: at the highest dose activity, negative = inhibition, hits mostly inhibitors; note: % is set by controls: 0 for no effect and ±100 for the full control effect; nearly all actives have a fitted effect of over 55% in size
Target sequence (P10636 561-689 P618L limits assumed): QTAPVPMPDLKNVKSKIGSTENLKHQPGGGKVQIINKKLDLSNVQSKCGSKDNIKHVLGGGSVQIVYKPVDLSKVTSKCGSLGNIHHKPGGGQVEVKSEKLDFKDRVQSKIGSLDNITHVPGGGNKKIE
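K18 P301L tau (15 uM + 0.24 uM Alexa 594-tagged), heparin 20 uM, NaOAc pH 7, 6 h 37 C; ThT 30 uM, 1 h RT, ex 450/em 510 nm.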
ALDH1A1 inh = inhibitors of human aldehyde dehydrogenase 1A1; P00352; Purified ALDH1A1, NADH fluorescence, propionaldehyde substrate; Potency, µM (highest dose often 75.3 µM), without a hit: at the highest dose activity, negative = inhibition, actives largely listed as inhibitors; hit rate 7.3% among 220,000; AID 1030; active = well fitted inhibition curve with a large enough effect, not every such curve was filed as active; inconclusive = small, poorly fitted or top-dose-only effect, or another doubt; inactive = no such curve, though single readings can be large or run the other way;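 note: plate controls were no enzyme wells and a reference inhibitor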
L3MBTL1 inh = L3MBTL1 (human) inhibition. Potency, µM (titrated, usually from 57.1 µM), inactives show top-dose activity, negative = inhibition, usual class: inhibitors. AlphaScreen L3MBTL1–H3K9me1 peptide binding. Q9Y468. hit rate 0.66% among 230,000; note: % is set by controls: 0 for no effect and ±100 for the full control effect; nearly all actives have a fitted effect of over 60% in size
Target sequence (Q9Y468 whole entry, looked up): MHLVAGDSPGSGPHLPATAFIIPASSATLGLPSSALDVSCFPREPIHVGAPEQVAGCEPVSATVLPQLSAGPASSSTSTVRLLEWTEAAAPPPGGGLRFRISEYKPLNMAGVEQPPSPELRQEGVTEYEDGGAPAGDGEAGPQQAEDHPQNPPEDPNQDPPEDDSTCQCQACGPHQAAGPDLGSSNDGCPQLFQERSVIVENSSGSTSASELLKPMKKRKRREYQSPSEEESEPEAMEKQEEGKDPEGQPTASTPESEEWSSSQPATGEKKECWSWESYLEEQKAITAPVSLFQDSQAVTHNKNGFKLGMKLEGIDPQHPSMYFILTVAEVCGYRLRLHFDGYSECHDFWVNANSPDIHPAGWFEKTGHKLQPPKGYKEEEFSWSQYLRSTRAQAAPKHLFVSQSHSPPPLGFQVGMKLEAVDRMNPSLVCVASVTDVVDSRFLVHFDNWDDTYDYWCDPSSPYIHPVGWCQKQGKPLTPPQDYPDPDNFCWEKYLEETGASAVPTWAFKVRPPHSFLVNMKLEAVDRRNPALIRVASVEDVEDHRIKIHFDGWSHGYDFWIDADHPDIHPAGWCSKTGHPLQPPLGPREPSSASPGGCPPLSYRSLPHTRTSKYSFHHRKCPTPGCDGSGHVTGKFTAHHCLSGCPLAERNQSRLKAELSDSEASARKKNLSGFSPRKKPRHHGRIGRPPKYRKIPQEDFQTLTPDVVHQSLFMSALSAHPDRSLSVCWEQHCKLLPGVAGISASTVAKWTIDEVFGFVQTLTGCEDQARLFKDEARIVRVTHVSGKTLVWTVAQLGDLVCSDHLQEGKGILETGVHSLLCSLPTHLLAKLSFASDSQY
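L3MBTL1 (50 nM) pre-complexed 30 min with biotinylated H3(1-15)K9me1 peptide (75 nM), then compounds added for 30 min at room temperature; AlphaScreen streptavidin donor/nickel chelate acceptor beads (10 ug/mL final) read after 30 min dark incubation.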
LMNA splice mod = modulators of lamin A splicing; Potency, µM (titrated, usually from 46.1 µM), for inactives: top-dose ratio change, negative = inhibition, actives largely listed as inhibitors; hit rate 0.01% among 200,000; HeLa LMNA splicing GFP/RFP minigene ratio, 48 h; active = well fitted inhibition curve with a large enough effect in the signal ratio, with a control signal flat, not every such curve was filed as active; inconclusive = small, poorly fitted or top-dose-only effect, or effect the other way, or a change in a side signal; the % refers to the signal ratio; note: % is set by controls: 0 for no effect and ±100 for the full control effect
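Read-out is the ratio of GFP to DsRed2 object intensity, acquired by 488 nm laser-scanning cytometry on HeLa lamin A-EGFP minigene reporter cells. Compound incubation 48 hrs at 37 °C in Opti-MEM with 2% FBS; DMSO 0.5% final.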
KDM4E inh = JMJD2E (human) inhibition | JMJD2E catalytic domain, FDH-coupled NADH fluorescence (FDH is formaldehyde dehydrogenase) | Potency, µM (highest dose often 57.1 µM), without a hit: at the top dose activity change, negative = inhibition, actives largely listed as inhibitors | hit rate 1.6% among 230,000; active = well fitted inhibition curve with a large enough effect, not every such curve was filed as active; inconclusive = small, poorly fitted or top-dose-only effect, or another doubt; inactive = no such curve, though single readings can be large or run the other way;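 note: 0% = wells with enzyme and -100% = buffer wells without enzyme; nearly all actives have a fitted effect of over 50% in size; many of its hits are not listed in these tables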
An asterisk follows results filed as active; i = inactive; ? = inconclusive; · = not tested or not shown; [ ] = remark or other dose. Unless noted, calls come from the whole dose curve; as a rule, active = well fitted curve in the direction sought with a large enough effect; inconclusive = small, poorly fitted or top-dose-only effect, or another doubt; inactive = no such curve, though single readings can be large; an effect the other way counts as inactive or inconclusive. Potency is the fitted concentration of half-maximal effect. Some of the compounds tested. The share of hits here may be higher or lower than overall.

smiles | KinaseGlo FLuc | RECQ1 helicase | SMN2 splice up | Tau ThT inhib | ALDH1A1 inh | L3MBTL1 inh | LMNA splice mod | KDM4E inh
CCOC(=O)C1CCCN(CC(=O)Nc2c(F)c(F)c(F)c(F)c2F)C1 (configuration not stated) | 0.3% | i | -0.8% | -4.2% | 5.5% | 0.9% | 20.3% | 3.5%
Cn1c(=O)c2c(nc(NCc3ccc4c(c3)OCO4)n2Cc2ccccc2)n(C)c1=O | 0.4% | -5.4% | -35.9%[inhibitor] | -7.4% | ? | -13.7% | ? | 1.6%
CC1(C)CSC(=NCc2ccccc2)N1C(=O)c1cccc([N+](=O)[O-])c1 | -0.9% | -6.0% | 8.6% | -7.7% | ? | 1.5% | ? | 1.4%
CC(=O)c1cnn(-c2cc(Oc3ccc(F)cc3)ncn2)c1C | 1.3% | -1.9% | -11.1% | -15.2% | 8.8% | · | -3.3% | 3.1%
CCOC(=O)C1(Cc2ccccc2Cl)CCN(C(=O)c2cnccn2)CC1 | · | i | · | -0.4% | -5.9% | 0.0% | · | 3.2%
CCC(=O)c1ccc(OCC(=O)NCCc2ccccn2)cc1 | -0.6% | i | 3.5% | -17.3% | 4.6% | · | · | 3.6%
COc1cc(N=c2ssnc2Cl)cc(OC)c1OC | 1.2% | -4.2% | -4.4% | 20µM* | 2.82µM* | 6.0% | 2.7% | 17.8µM*
Cc1nnc(Nc2ccccc2)n(N)c1=O | -9.8% | -4.6% | 24.2% | -8.2% | 22.2% | · | 14.4% | 4.5%
COCCNCC(=O)NC12CC3CC(CC(C3)C1)C2 | 6.9% | -2.0% | 19.5% | -7.9% | -0.7% | 4.1% | 9.4% | 4.1%
CC(=O)c1sc(NC(=O)c2cccc(C)c2)nc1C | -22.8% | i | 14.1µM* | -5.4% | -9.9% | 1.2% | · | -18.8%
CCN(CC)CCN(C(=O)CCOc1ccccc1)c1nc2ccc(F)cc2s1 | 1.6% | -3.2% | -12.1% | -9.5% | 4.1% | · | ? | 8.0%
O=C(N/N=C/c1ccc(O)cc1)c1cc[n+](Cc2ccccc2)cc1 | 0.8% | -13.5% | 6.2% | ? | ? | -4.9% | -14.5% | -0.9%
CCc1ccc2c(c1)[C@]1(C(=O)N2)[C@@H]2C(=O)N(Cc3ccccc3)C(=O)[C@@H]2[C@@H]2CCCN21 | · | i | · | -10.2% | ? | -11.8% | -0.1% | ?
CSc1cccc(NC(=O)c2ccccc2N(C)S(C)(=O)=O)c1 | 1.0% | i | -4.9% | -9.6% | 3.1% | · | 12.1% | 0.4%
CCOC(=O)c1cn(Cc2ccccc2)nn1 | -1.5% | 7.4% | · | 3.2% | ? | -13.4% | ? | 2.9%
COc1cccc(C(=O)N2CCN(Cc3ccccc3[N+](=O)[O-])CC2)c1 | 2.0% | -4.5% | -10.7% | 0.3% | ? | -0.8% | -4.7% | ?
CC(C)(C)c1cc(-c2ccco2)c(C#N)c(SCC#N)n1 | 1.9% | -7.2% | -31.8%[inhibitor] | -2.1% | ? | 9.3% | -12.7% | -19.9%
CCCC1(C(=O)O)NC(c2cccc(OC)c2O)C2C(=O)N(c3ccccc3)C(=O)C21 (configuration not stated) | 4.1% | -7.3% | -0.6% | -15.9% | ? | · | -5.7% | ?
C/C(=N/NC(=O)c1ccc(NC(=O)c2ccc(F)cc2)cc1)c1ccccc1 | -1.1% | -3.8% | 10.8% | ? | ? | -6.6% | 8.3% | 20.4%
CC1CCN(c2nc(-c3ccncc3)nc3ccccc23)CC1 | -3.0% | 7.6% | -0.2% | ? | 1.4% | 0.3% | ? | -0.9%
O=C1NCCN(Cc2cccc(Oc3ccccc3)c2)C1CC(=O)N1CCCO1 (configuration not stated) | -4.5% | -15.8% | · | ? | 6.9% | 1.1% | 7.6%[46 µM] | ?
Cn1cc(NC(=O)Nc2ccc(C(F)(F)F)cc2)c(C(F)(F)F)n1 | · | -3.6% | · | -9.8% | · | 6.9% | · | 10.9%
Cc1cc(C)n(-c2ccc(C(=O)Nc3ccccc3N3CCOCC3)cc2)n1 | · | i | · | -9.9% | 4.6% | -0.1% | ? | 0.7%
CC1CCN(CC(=O)Nc2sc3c(c2C#N)CCC3)CC1 | · | 14.3% | · | -3.8% | ? | -0.8% | 8.2% | ?
CN1C2CCC1/C(=C\c1ccccc1)C(=O)/C2=C\c1ccccc1 | 2.1% | -18.8% | -97.4%[inhibitor] | 15.8µM* | 0.7% | -7.8% | ? | -3.4%
CC(O)c1nc2ccccc2n1CCOc1ccccc1 (configuration not stated) | 5.2% | 6.7% | -83.8%[inhibitor] | 0.2% | -8.2% | -11.5%[11.4 µM] | 1.9% | -2.0%
N#C/C(=C\c1cn[nH]c1-c1ccc(Cl)cc1)C(=O)NCc1ccccc1 | -4.9% | i | · | ? | 22.4µM* | · | 2.1% | 0.1%
Cc1ccc(-c2cc3nc(C)cc(NCc4ccco4)n3n2)cc1 | -13.6% | -10.5% | 12.6µM* | ? | ? | 0.1% | 1.1% | ?
O=C(OCCNc1nc(-c2ccccc2)nc2ccccc12)c1ccncc1 | -0.4% | -2.8% | -0.6% | -0.8% | 4.0% | -7.9% | ? | ?
CC1(C(=O)NNC(=O)c2ccc(=O)oc2)CC1Br (configuration not stated) | · | -12.0% | · | ? | ? | -25.1% | · | ?
CC12CC3(C)CC(C)(C1)CC(C(=O)NCc1ccccn1)(C2)C3 | 0.1% | i | 13.3% | 0.3% | -1.2% | -4.5%[11.4 µM] | -26.2%[46 µM] | 1.6%
CC1=C(C(=O)OCc2ccccc2)C(c2cccnc2)c2c(n(C)c(=O)n(C)c2=O)N1 (configuration not stated) | 5.2% | -5.5% | -16.9% | 1.8% | ? | -2.4% | 0.0% | ?
O=C(Nc1ccc2ccccc2n1)C1CCCCC1 | · | i | · | 3.8% | · | 7.0% | · | -29.7%
CCOC(=O)c1cnc(SC)nc1Oc1cccc(NC(=O)c2ccc(Cl)cc2)c1 | 7.7% | i | -13.4% | -9.2% | 19.4% | -0.6% | 0.0% | 4.4%
Cc1cc(C)c(S(=O)(=O)Nc2cccc3nsnc23)c(C)c1 | 2.2% | 9.6% | ? | ? | ? | · | -16.4% | -17.9%
COC(=O)COc1cc(Cl)c(C=O)cc1OC | 5.5% | 7.6% | 11.2% | -11.0% | 0.7% | -10.5% | -6.9%[46 µM] | -14.7%
CCn1c(=O)c(=O)n(CC)c2cc(S(=O)(=O)Nc3cccc(OC)c3)ccc21 | 2.7% | -10.7% | 12.8% | -13.5% | 12.6µM* | · | 15.2% | 4.2%
Cc1ccc(C(=O)CCNc2ccc(Br)cc2)o1 | 12.0% | i | -6.3% | -21.7% | 11.2µM* | · | -0.6% | 0.3%
CCC(=O)Nc1ccc(C(=O)CSc2nc3ccc(C)cc3[nH]2)cc1 | -0.1% | ? | 9.1% | ? | -11.0% | -16.8% | ? | -4.1%
CCN(CC)S(=O)(=O)c1ccc(N2CCOCC2)c(NC(=O)c2cc(-c3ccccn3)nc3ccccc23)c1 | 1.6% | 1.9% | -37.9%[inhibitor] | 4.5% | 3.55µM* | -2.7% | · | 12.6µM*
Cc1ccc(Nc2c(-c3ccc(N(C)C)cc3)nc3ncccn23)cc1 | · | -13.2% | · | ? | ? | 1.1% | · | 4.1%
COc1ccccc1OCCn1cc(C(=O)c2ccco2)c2ccccc21 | 0.3% | -8.2% | -20.5% | -10.7% | ? | -13.0% | -12.8% | ?
c1cc2ccc3ccc(-n4cnnn4)c4ccc(c1)c2c34 | -1.5% | -11.1% | -15.8% | -6.4% | ? | · | 13.3% | ?
O=C1Cn2c(nc3ccccc32)N1c1ccccc1F | 0.6% | 3.2% | 3.9% | -6.1% | 6.2% | · | 0.8% | 7.8%
N/C(=N\OC(=O)CCCOc1ccc(Cl)cc1Cl)c1ccncc1 | 0.2% | i | 6.7% | ? | 10.1% | 19.4% | 0.1%[46 µM] | -7.2%
CCOC(=O)c1cccc(Nc2ncnc3ccc(C)cc23)c1 | -2.0% | -10.7% | 2.1% | -4.8% | -5.0% | -1.8% | 1.4% | -6.9%
Cn1c(=O)c2c(-c3ccccc3)n(CCCN3CCOCC3)cc2n(C)c1=O | 3.7% | i | 21.0% | -5.8% | -8.2% | · | -0.4% | -29.8%
Cc1ccc(C(=O)CS(C)(=O)=O)cc1 | 1.6% | i | 12.3% | -0.9% | -4.0% | -17.5%[11.4 µM] | -1.6% | -3.3%
COc1ccc(-c2[nH]ncc2CN2CCSCC2)c(OC)c1 | -3.7% | i | · | -5.7% | 5.2% | 0.9% | -8.6%[46 µM] | 0.4%
c1cnc2c(-c3nccc4c3[nH]c3ccccc34)cccc2c1 | 0.5% | -8.5% | -4.7% | -12.9% | -4.4% | · | · | 7.1%
COc1ccc(-c2nc(SC)n(C)c(=O)c2C#N)cc1OC | 4.5% | -17.2% | -7.8% | -8.9% | ? | · | -16.4% | ?
Cn1ncc([N+](=O)[O-])c1C(=O)Nc1nccs1 | -2.1% | -5.6% | 22.2% | 3.6% | 0.4% | -0.3% | 3.3% | ?
CSC1=NCCN1C(=O)c1cccc(Br)c1 | 2.8% | i | 3.7% | -12.7% | 15.1% | -4.2% | 11.9% | 5.6%
NC(=S)N=Nc1c(O)n(Cc2ccc(Br)cc2)c2ccccc12 | 1.3% | 1.9% | -6.9% | -3.5% | 3.55µM* | -3.0% | ? | 5.6%
COc1ccc(CCN=C(NS(=O)(=O)c2ccccc2)c2ccccc2)cc1OC | 2.6% | i | 9.1% | -4.7% | 6.5% | -2.3% | 1.4%[46 µM] | 0.9%
COc1ccc(N2C(=O)CCC(C(=O)NCCCN3CCC(C)CC3)C2c2ccc(OC)c(OC)c2)cc1 (configuration not stated) | 0.1% | 1.9% | -52.6%[inhibitor] | -4.4% | -3.7% | · | · | 3.1%
